Compound activity (PubChem)
MITF primary = human MITF inhibition, primary screen; O75030; AlphaScreen MITF homodimerization, bead proximity signal; inhibition, % at 2.6 µM; hit rate 0.91% among 650,000; AID 1259374; in the data active = inhibition above about 50%;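 note: 0% = vehicle wells with protein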
TEAD-YAP inh = TEAD-YAP interaction inhibition; AID 1259422; inhibition, % at 9.12 µM; HEK-TIYL cells, TEAD-Gal4/YAP UAS-luciferase luminescence; hit rate 1.4% among 640,000; in the data active = inhibition above about 32%;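 note: 0% = median of test compound wells and 100% = reference inhibitor wells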
GPR151 activ = human GPR151 activation; PathHunter beta-arrestin GPR151 cells, luminescence; hit rate 1% among 650,000; Q8TDV0; activation, % at 11.2 µM; in the data active = activation above about 4.9%;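 note: 0% = median of compound wells and 100% = cells with positive control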
FBW7 activator = activators of human E3 ligase FBW7; normalized activity (activation), % at 26.1 µM; AlphaScreen FBW7–phospho-cyclin E peptide binding, activator screen; hit rate 0.13% among 650,000; Q969H0; in the data active = normalized activity above about 1.9%;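 note: purified mutant Fbw7 with reduced substrate affinity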
Target sequence (Q969H0 whole entry, looked up): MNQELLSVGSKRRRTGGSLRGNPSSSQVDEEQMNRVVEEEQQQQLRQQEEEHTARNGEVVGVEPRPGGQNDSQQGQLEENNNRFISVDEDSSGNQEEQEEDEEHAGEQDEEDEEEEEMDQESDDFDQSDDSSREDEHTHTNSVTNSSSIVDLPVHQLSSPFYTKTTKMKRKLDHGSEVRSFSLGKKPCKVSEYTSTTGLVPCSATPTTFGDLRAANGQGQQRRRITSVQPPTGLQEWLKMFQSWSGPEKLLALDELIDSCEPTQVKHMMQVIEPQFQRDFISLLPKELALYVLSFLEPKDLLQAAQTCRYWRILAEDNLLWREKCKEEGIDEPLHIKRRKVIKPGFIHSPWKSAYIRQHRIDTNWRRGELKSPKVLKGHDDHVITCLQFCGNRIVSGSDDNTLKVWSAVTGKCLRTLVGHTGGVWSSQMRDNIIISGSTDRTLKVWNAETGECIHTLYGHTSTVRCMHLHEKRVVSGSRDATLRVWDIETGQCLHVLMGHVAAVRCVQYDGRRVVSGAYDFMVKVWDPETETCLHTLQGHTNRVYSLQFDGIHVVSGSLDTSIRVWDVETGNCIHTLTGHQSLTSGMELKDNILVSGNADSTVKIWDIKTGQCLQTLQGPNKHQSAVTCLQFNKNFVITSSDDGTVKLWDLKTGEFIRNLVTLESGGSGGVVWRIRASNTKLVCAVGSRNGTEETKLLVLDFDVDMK
* hit, by the source's call; · = not tested or not shown; & = joins results of further samples; ! = a repeat was not active.

compound	MITF primary	TEAD-YAP inh	GPR151 activ	FBW7 activator
CCOC(=O)c1sc2nc(SCC(=O)c3ccc(Cl)cc3)n(Cc3cccc(Cl)c3)c(=O)c2c1C	-4	-7	-0.6	-0.1
CCOc1c(Br)cc(C2C(C(=O)OC)=C(C)NC3=C2C(=O)c2ccccc23)cc1OC (centres undefined)	-18	0	-0.8	-0.1
CCOC(=O)c1c(NC(=O)CCCOc2ccccc2C)sc2c1CCC(C)C2 (centres undefined)	6	14	0.1	-0.1
Cc1cccc[n+]1CC(=O)C12CC3CC(CC(C3)C1)C2	13	7	-0.5	0.1
COc1ccccc1-n1c(C)nnc1SCC(=O)OCC(=O)/C(C#N)=C(\C)N	-3	-4	0.8	0.0
O=C(CSc1cn(Cc2ccc(Br)cc2)c2ccccc12)N1CCCC1	5	5	-0.5	-0.4
Fc1cccc(F)c1/C=N/n1cnnc1	4	1	-0.2	-0.2
Cc1cccc(-c2ccc(NC(=O)C3CCN(Cc4cnn(C)c4)CC3)cc2)c1	1	3	1.2	-0.1
Brc1ccc(/C=C2\CCC=C2N2CCOCC2)cc1	11	-1	-0.6	0.1
COc1cc(/C=N/Nc2ncnc3nc[nH]c23)cc(OC)c1OC	1	-7	-1.1	0.0
O=C(CNC(=O)Cn1cnc2sc3c(c2c1=O)CCCC3)NCC1CCCO1 (centres undefined)	3	5	0.5	0.2
Cc1nc(-c2cc3cc(Cl)cc(Cl)c3oc2=O)cs1	-5	9	0.1	0.1
Brc1ccccc1C1N(Cc2ccccc2)CCCN1Cc1ccccc1	8	2	-0.3	0.0
CC(=O)Oc1cccc(C(=O)NC2CCCC2)c1	0	-6	0.9	0.1
COc1cccc(-c2nc(C3CCCN(C(=O)Nc4c(C)noc4C)C3)n3ccccc23)c1 (centres undefined)	0	21	0.5	-0.2
Cc1ccc(Oc2ccc(CN)cc2)cc1	16	6	-0.8	0.0
CN(C)CCN1C(=O)C(=O)/C(=C(\O)c2ccc(F)cc2)C1c1ccncc1 (centres undefined)	3	-3	0.0	0.0
COc1ccc(/C(N)=N/OC(=O)c2cc(C)cc(C)c2)cc1	7	-10	-0.5	0.1
O=C(NC(=S)NCC1CCCCC1)c1ccco1	1	6	-0.4	0.0
COc1cc(C=O)ccc1OCc1nnc(-c2ccccc2)o1	3	-4	0.0	0.1
O=C(NCc1nc2ccccc2[nH]1)c1ccc2nc(Nc3ccc4ncccc4c3)sc2c1	5	-22	6.3*	-0.1
COC(=O)c1ccc(NC(=O)CN(Cc2ccccc2)S(=O)(=O)c2ccc(F)cc2)cc1	-16	-6	-0.5	0.1
COC(CN(C)c1ccc(-c2cc3ccccc3o2)cn1)OC	-1	16	1.4	-0.3
Cc1nnc2nc(-c3ccc(NC(=O)CN4CCNC4=O)cc3)cn2c1C	-6	-9	-0.2	-0.1
CC(=O)N1CC(C)Sc2cc(S(=O)(=O)N3CCN(C4CCCCC4)CC3)ccc21 (centres undefined)	3	24	0.2	0.2
O=C(O)CNc1ncnc2oc(-c3ccccc3)c(-c3ccccc3)c12	15	8	0.3	0.9
Cc1nn(C)c(C)c1NC(=O)c1cc2n(n1)C(C(F)(F)F)CC(c1ccco1)N2 (centres undefined)	0	-6	-0.5	0.1
CCOc1ccccc1CNS(=O)(=O)c1ccc2c(c1)oc(=O)n2C	-4	-2	-1.8	0.1
O=C(NCC(c1cccs1)N1CCc2ccccc21)c1ccccc1F (centres undefined)	9	6	-0.7	-0.2
CC(Sc1nnc(N)s1)C(=O)Nc1nc(-c2cccc([N+](=O)[O-])c2)cs1 (centres undefined)	3	9	-0.3	0.1

Part of the list above with just GPR151 activ:
| SMILES | GPR151 activ |
| --- | --- |
| CCOC(=O)c1sc2nc(SCC(=O)c3ccc(Cl)cc3)n(Cc3cccc(Cl)c3)c(=O)c2c1C | -0.6 |
| Brc1ccc(/C=C2\CCC=C2N2CCOCC2)cc1 | -0.6 |

Following part.
compound	MITF primary	TEAD-YAP inh	GPR151 activ	FBW7 activator
CCOC(=O)C1=C(C)N=c2s/c(=C\c3ccc(OCc4ccc(Cl)cc4Cl)c(OCC)c3)c(=O)n2C1c1ccc2c(c1)OCO2 (centres undefined)	2	-16	-0.1	0.5
COc1cc(/C=C(\C#N)c2ccccc2[N+](=O)[O-])ccc1O	8	1	-1.1	0.0
Nc1nc(CSCCOC(=O)c2cccs2)nc(Nc2ccc(F)cc2)n1	11	3	0.1	0.6
COCCCNC(=O)c1ccc([N+](=O)[O-])cc1	-7	2	3.4	-0.1
O=C(COc1ccc(C(=S)N2CCOCC2)cc1)Nc1ccccc1C(F)(F)F	0	-2	0.6	-0.1
NC(=O)COc1ccc(C2NC(C(=O)O)CS2)cc1 (centres undefined)	15	-4	-1.2	-0.1
CCc1cc(C(=O)Cc2nncn2-c2ccccc2)c(O)cc1O	3	7	1.5	-0.1
Cc1ccc(S(=O)(=O)n2c(SCC(=O)Nc3ccc(C(C)C)cc3)nc3ccccc32)cc1	-3	1	-0.3	0.0
CS(=O)(=O)c1ccc(C(=O)OCC(=O)NC2CCCc3ccccc32)cc1[N+](=O)[O-] (centres undefined)	-2	0	0.3	0.1
CCOC(=O)N1CCN(Cc2ccc(Cl)cc2Cl)CC1	46	2	-1.2	-0.2
O=C(O)C(Cc1ccccc1)N/C=C/C(=O)C(F)(F)F (centres undefined)	15	6	-0.4	0.2
COc1cc(Nc2nc(N3CCc4ccccc4C3)nc3c2ncn3-c2ccsc2)cc(OC)c1OC	12	4	0.0	0.0
CC1CCc2c(oc3c2cc(NS(=O)(=O)c2ccc(Br)cc2)c2ccccc23)C1 (centres undefined)	14	3	-0.5	0.1
COc1ccc(S(=O)(=O)NNC(=O)c2ccc3c(c2)NC(=O)C(C)(C)O3)cc1	3	-38	0.1	-0.3
COc1ccccc1N1CCN(CCn2c(=O)[nH]c3c([nH]c4ccccc43)c2=O)CC1	7	·	0.3	0.7
CCN1C(=O)c2cccc3c(S(=O)(=O)N4CCCc5ccccc54)ccc1c23	-128	9	1.3	0.1
COC(=O)c1c(NC(=O)c2ccco2)sc(C(=O)Nc2ccc(F)cc2)c1C	-2	4	-0.1	0.0
O=C(CCC1CCCN(C(=O)C2=CCCCC2)C1)N1CCN(c2ccccn2)CC1 (centres undefined)	6	-8	1.4	0.3
Cc1cc(NC(=O)CCCC(=O)Nc2ccc(F)cc2)no1	15	-2	-0.3	1.0
Nc1cccc(F)c1Nc1ccc2c(cnn2-c2cccc(C(=O)NCCN3CCOCC3)c2)c1	-14	79*	0.0	0.0
Clc1cc(N2CCN(c3ccccc3Cl)CC2)ncn1	-3	-7	-0.9	0.1
O=S(=O)(NCc1nnc2n1CCN(Cc1ccc(Cl)cc1)CC2)c1ccccc1	-7	14	-0.4	0.0
O=C(c1ccccc1)c1coc2cc([N+](=O)[O-])c(O)c([N+](=O)[O-])c12	22	5	-1.1	-0.4
C[C@H](NS(=O)(=O)c1cccc2nsnc12)C(=O)Nc1cccc(F)c1	10	-1	0.7	0.0
O=S(=O)(Cc1ccc(Cl)cc1)N1CCN(c2ncccn2)CC1	-3	-6	0.4	-0.4
CC(CC(=O)Nc1ccc(F)c([N+](=O)[O-])c1)c1ccccc1 (centres undefined)	6	28	-1.1	-0.2
CCc1cccc(C)c1NC(=O)CSc1nnc2ccccn12	3	7	1.6	-0.1
CCOc1cc(/C=N/NC(N)=O)ccc1OCC(=O)N(C)C	-13	4	0.1	-0.1
COc1cccc(C(=O)COc2ccc(Br)cc2)c1	2	-1	-0.1	0.1
COC(=O)c1ccc(NC(=O)/C(C)=C\c2ccccc2)cc1	21	-32	-0.9	0.5
COc1ccc(OC)c(N(CC(=O)NCCSC(C)(C)C)S(C)(=O)=O)c1	15	3	0.8	0.1
Cn1c(-c2ccc([N+](=O)[O-])cc2)[n+](C)c2ccccc21	-2	1	0.2	0.0
O=C(O)CCSc1nnc(-c2cccc([N+](=O)[O-])c2)o1	21	1	-1.1	0.2
O=C(NC1CCN(Cc2ccccc2)CC1)c1cccc(Nc2ccncn2)n1	7	4	-1.4	0.1
Clc1cccc(-n2cc(-c3ccccc3)c3c(NCCCN4CCOCC4)ncnc32)c1	-2	7	-1.5	-0.3
CC(C)n1c(=O)n(CC(=O)Nc2ccc3c(c2)OCCO3)c2cccnc21	9	9	-0.3	0.0
O=c1cc(-c2ccccc2)oc2cc(O)ccc12	-6&5	51*!	-2.0&-1.3	-0.2&-0.1
CN(C)c1ccc(/C=N/NC(=O)c2ccnn2C)cc1	12	-46	-7.7	0.8
CS(=O)(=O)Nc1ncc(S(=O)(=O)c2ccc([N+](=O)[O-])cc2)s1	-13	13	-0.3	-0.3
CN1/C(=C\C(=O)COC(=O)COc2ccccc2C=O)C(C)(C)c2ccccc21	-7	-5	1.1	0.1
CC1CCCCC1NC(=O)CCCCn1c(=S)[nH]c2ccsc2c1=O (centres undefined)	5	1	2.9	0.2
CN(C(=O)N1CCC(C(=O)NC(c2ccccc2)c2ccco2)CC1)c1ccccc1 (centres undefined)	20	2	0.1	0.2
O=C(OCC(=O)c1cccs1)c1ccc(O)cc1	8	-34	-4.9	0.0
COc1cc(C2NC(=O)NC(C)=C2C(=O)Nc2cccc(Cl)c2)cc(OC)c1OC (centres undefined)	-8	-9	0.3	-0.1
O=C1CSc2cc(S(=O)(=O)NCc3ccccc3)ccc2N1	5	6	-0.1	0.8
Cc1ccc(C)c(N2CCN(S(=O)(=O)c3ccc(F)c(C(=O)Nc4ccccc4C(F)(F)F)c3)CC2)c1	26	4	-0.5	-0.1
Cc1cccc(C(=O)NNC(=O)c2c(-c3ccccc3Cl)noc2C)c1O	-18	0	0.1	0.0
CCOc1ccc(NC(=O)c2c(NC(=O)CC)sc3c2CCC(C)C3)cc1 (centres undefined)	13	4	0.7	0.0
COc1ccc2oc(-c3csc(NC(=O)c4cccc(OC)c4OC)n3)cc2c1	2	-52	-0.9	0.0
CCn1c(SCC(=O)Nc2ccc(OC)c(OC)c2)nnc1-c1c[nH]c2ccccc12	-22	6	0.4	-0.2
CC(C)N(CCNc1nc(-c2cccs2)nc2c1ncn2Cc1ccc(C(F)(F)F)cc1)C(C)C	0	-4	-1.1	-0.2
O=C(/C=C/c1ccccc1)Nc1ccc2nc(SCC(=O)Nc3cccc([N+](=O)[O-])c3)sc2c1	21	-7	2.7	0.0
CCC(=O)N1CCN=C1SCc1ccc(Br)cc1	0	12	0.4	0.3
CC(C)n1cnc2c(Nc3ccccc3)nc(Nc3cnccn3)nc21	9	-24	-0.5	0.5
CCn1c(CNC(=O)c2ccc(OC)cc2)nnc1SC	-1	0	0.7	-0.1
Cc1cc(C)nc(N2CCC(N(CCN(C)C)Cc3ccccc3)CC2)n1	-4	10	-1.9	0.2
CSc1cccc(NC(=O)CCC(=O)O)c1	-3	4	-1.3	-0.1
CC(=O)c1ccc(S(=O)(=O)N(C2=NCCCS2)c2ccccc2F)cc1	11	-2	-1.8	0.4
COc1ccc(NC(=O)CN(C)CC(=O)Nc2ccccc2Br)cc1Cl	5	-2	0.3	0.0
COc1ccc(CCNc2cc(-c3ccc(C(=O)N4CCN(C)CC4)cc3)nc(N)n2)cc1	8	5	0.5	0.1

Profiles from above. Screens in order: MITF primary, TEAD-YAP inh, GPR151 activ, FBW7 activator
Listed for O=c1cc(-c2ccccc2)oc2cc(O)ccc12 = -6&5, 51*!, -2.0&-1.3, -0.2&-0.1
Listed for COc1ccccc1N1CCN(CCn2c(=O)[nH]c3c([nH]c4ccccc43)c2=O)CC1 = 7, ·, 0.3, 0.7
Listed for O=C(CCC1CCCN(C(=O)C2=CCCCC2)C1)N1CCN(c2ccccn2)CC1 (centres undefined) = 6, -8, 1.4, 0.3
Listed for CC(C)n1c(=O)n(CC(=O)Nc2ccc3c(c2)OCCO3)c2cccnc21 = 9, 9, -0.3, 0.0
Listed for Cc1ccc(C)c(N2CCN(S(=O)(=O)c3ccc(F)c(C(=O)Nc4ccccc4C(F)(F)F)c3)CC2)c1 = 26, 4, -0.5, -0.1

(further entries)
compound	MITF primary	TEAD-YAP inh	GPR151 activ	FBW7 activator
COCCCNC(=S)NNC(=O)Cn1nc(C)c(Br)c1C	25	-1	-0.8	1.0
CC(C)NC(=O)CN1CCCC(c2ncncc2S(C)(=O)=O)C1 (centres undefined)	1	-1	-0.8	0.0
COc1ccc(-c2cc(C(F)(F)F)n3nc(C(=O)Nc4cc(C)cc(C)c4)cc3n2)cc1OC	1	4	1.1	0.1
O=C(Nc1ccon1)C(Sc1ccccc1)c1ccccc1 (centres undefined)	-6	2	-0.6	0.2
COc1cc(OC)c(NC(=O)C2CCCN2C(=O)OCc2ccccc2)cc1Cl (centres undefined)	-3	0	-0.2	-0.1
COc1ccc(NC(=O)c2sc3nc4c(c(-c5ccco5)c3c2N)CCC4)cc1	1	-12	0.6	-0.1
CCCN(CCC)C(=O)C(CCC(=O)O)NS(=O)(=O)c1ccc(C)cc1 (centres undefined)	9	7	-1.0	0.1
CN1/C(=C(\C#N)C(=O)CCl)Sc2ccccc21	2	13	-0.7	0.6
Cc1ccc2c3c(ccc2n1)NC1=C(C(=O)CCC1)C3c1ccccc1C (centres undefined)	4	2	0.6	0.0
O=C(COc1ccc2ccccc2c1)NCCCS(=O)(=O)N1CCc2ccccc2C1	-2	14	1.7	-0.1
COc1ccc(OCCCON2C(=O)c3ccccc3C2=O)cc1	22	2	1.1	-0.3
